High-throughput results deposited in PubChem BioAssay by National Center for Advancing Translational Sciences (NCATS).
D1 ag: human D1 receptor agonism | P21728 | activation, % at 2 µM | HEK293 T-REx D1 cells, calcium flux, agonist mode | 360,000 tested, 1% active; note: 0% is about no effect
Target sequence (P21728 whole entry, looked up): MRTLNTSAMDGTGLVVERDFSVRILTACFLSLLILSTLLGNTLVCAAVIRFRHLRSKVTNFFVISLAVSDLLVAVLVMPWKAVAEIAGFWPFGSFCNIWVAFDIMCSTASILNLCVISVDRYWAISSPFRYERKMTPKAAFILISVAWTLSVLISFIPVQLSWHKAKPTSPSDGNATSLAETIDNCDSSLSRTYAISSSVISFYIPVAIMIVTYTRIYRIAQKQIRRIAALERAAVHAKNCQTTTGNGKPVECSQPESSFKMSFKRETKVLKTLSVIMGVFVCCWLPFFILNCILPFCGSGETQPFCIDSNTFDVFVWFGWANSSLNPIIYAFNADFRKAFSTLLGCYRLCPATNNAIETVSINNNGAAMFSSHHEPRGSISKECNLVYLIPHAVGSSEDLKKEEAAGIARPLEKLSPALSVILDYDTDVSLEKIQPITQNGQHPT
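Agonism was scored from calcium flux recorded over 180 s (1 read/s) after pintool compound addition, following a 10-cycle baseline. Cells were inducible force-coupled HEK293 TREx D1, plated overnight at 30 C and loaded with no-wash calcium dye.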
D1 antag: blocks dopamine activation of the human D1 receptor; P21728; HEK293 TREx D1 cells, calcium flux, dopamine EC80; stronger effect = lower value; activity change, negative = inhibition, % at 10 µM; 360,000 tested, 3.2% active; AID 504652; in the data active = activity change below about -30%; note: % is set by controls: 0 for no effect and ±100 for the full control effect
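Calcium flux readout: force-coupled, inducible Hek293 Trex D1 line, cells induced overnight at 30 C with tetracycline, dye-loaded 30–90 min at RT. Antagonism scored against EC80 dopamine challenge given 180 s after compound.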
D1 PAM: enhances dopamine response at the human D1 receptor; P21728; HEK293 TREx D1 cells, calcium flux, dopamine EC20 potentiation; potentiation, % at 10 µM; 360,000 tested, 0.036% active; AID 504651; in the data active = potentiation above about 30%; note: 0% is about no effect
D2 potentiator: positively modulates the human D2 dopamine receptor allosterically; 340,000 tested, 0.34% active; potentiation, % at 10 µM; P14416; HEK293 T-REx D2, calcium flux, EC20 dopamine potentiation; AID 485347;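 active = potentiation over 3 SD above the plate norm, cut at about 30% in these data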; note: 0% is about no effect
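Cells plated with tetracycline inducer and held overnight at 30 C; calcium dye loaded 30–90 min at room temperature; baseline taken, compound added and read 180 s; EC20 dopamine then added and read 180 s.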
TRHR ag: activates the human TRH receptor; P34981; TRHR cells, calcium flux fluo-8, FDSS agonist mode; activation, % at 2 µM; 360,000 tested, 0.18% active; note: 0% is about no effect
Target sequence (P34981 whole entry, looked up): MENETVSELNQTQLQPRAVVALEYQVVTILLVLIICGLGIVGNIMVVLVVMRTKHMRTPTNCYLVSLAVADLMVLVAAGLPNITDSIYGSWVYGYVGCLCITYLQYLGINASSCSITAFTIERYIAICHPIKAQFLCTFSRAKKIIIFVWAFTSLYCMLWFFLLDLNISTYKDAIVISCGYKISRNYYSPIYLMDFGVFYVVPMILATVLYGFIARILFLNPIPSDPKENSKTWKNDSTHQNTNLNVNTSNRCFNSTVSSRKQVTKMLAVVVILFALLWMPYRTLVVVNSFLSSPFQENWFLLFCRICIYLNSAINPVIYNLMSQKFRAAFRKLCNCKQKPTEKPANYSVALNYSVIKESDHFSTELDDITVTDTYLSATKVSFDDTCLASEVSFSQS
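TRHR-expressing cells loaded with fluo-8 calcium dye; 23 nL library compound pin-transferred, kinetic FDSS fluorescence (Ex 480/Em 530) recorded about 180 s for agonist-induced calcium release, before a 10 nM TRH EC20 addition for potentiator mode.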
D2 agonist: D2 dopamine receptor (human) agonism | P14416 | HEK293 T-REx D2 cells, calcium flux agonist mode | activation, % at 2 µM | 340,000 tested, 0.53% active | AID 485358;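 active = activation over 3 SD above normal in the single-dose calcium agonist read, cut at about 30% in these data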; note: 0% is about no effect
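Tetracycline-induced HEK293 Trex cells with D2 receptor force-coupled to calcium signaling, plated overnight at 30 C and loaded with no-wash calcium dye. Calcium flux read kinetically for 180 s after compound addition; responses flag agonists.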
D2 antag: antagonists of human D2 dopamine receptor; 340,000 tested, 2% active; AID 485344; inhibition, % at 10 µM; P14416; HEK293 TREx D2 cells, calcium flux, dopamine EC80; in the data active = inhibition above about 30%; note: 0% is about no effect
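In this primary screen, negative modulation is detected by tracking calcium flux after an EC80 dopamine challenge in inducible HEK293 T-REx D2 cells preexposed to test compound for 180 s.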
TRHR PAM: TRH receptor (human) allosteric enhancement | AID 493056 | enhancement, % at 2 µM | 360,000 tested, 0.66% active | TRHR cells, fluo-8 calcium fluorescence, EC20 TRH enhancement | P34981; in the data active = enhancement above about 30%; note: 0% is about no effect
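TRHR-expressing cells loaded with fluo-8 calcium dye were read kinetically (ex 480/em 530) during compound addition, then stimulated with an EC20 of TRH (10 nM final). Enhancement of the Gq-mediated intracellular calcium response was scored.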
RXFP1 antagonist: RXFP1 (human) relaxin receptor antagonism; Q9HBX9; HEK293-RXFP1, relaxin-stimulated cAMP HTRF, 30 min; stronger effect = lower value; activity change, negative = inhibition, % at 57.5 µM; 350,000 tested, 0.59% active; AID 1259400;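 active = activity change of -60% or lower, but not beyond a set lower limit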; note: % is set by controls: 0 for no effect and ±100 for the full control effect
Numbers without * were called inactive; nt = not tested or not shown. Cut-off read from the data, not from the text of the source, unless noted: active = activation above about 30%; inactive = the rest.

[1] CNC(=O)CN1C(=O)c2cccnc2Sc2ccccc21
[2] CC1CCCCC1NC(=O)CCNS(=O)(=O)c1ccc(Cl)cc1 (stereo not drawn)
[3] OCCN(CC#CC(O)(c1ccccc1)c1ccccc1)CCO
[4] Cc1ccc2c(=O)cc(C(=O)NCc3ccccc3)oc2c1
[5] CC1(C)Cc2c(sc(NC(=O)Cc3ccccc3)c2C#N)CO1
[6] O=C(COc1ccc2ccccc2c1)NC1CC1
[7] CCCCNC(=O)C(c1ccc(OCC(=O)OC)c(C(=O)OC)c1)N(CCOC)C(=O)CCCCCN1C(=O)NC(c2ccc(-c3ccccc3)cc2)C(C(=O)OCc2ccccc2)=C1C (stereo not drawn)
[8] CCOc1ccc(C2N(c3ccc(OC)cc3)C(=O)C3CCCN32)cc1OC (stereo not drawn)

entry no.,1,2,3,4,5,6,7,8
D1 ag,2.8,4.6,1.2,-0.6,0.8,5.9,11.2,1.4
D1 antag,2.5,13.9,11.2,-0.2,-19.3,2.0,-6.2,5.2
D1 PAM,-2.3,-3.0,-4.3,4.0,-19.6,1.6,0.8,nt
D2 potentiator,-8.0,-2.3,7.3,-25.1,1.2,15.0,10.7,-2.6
TRHR ag,-0.6,-0.8,0.2,-0.9,-1.0,0.2,2.1,0.0
D2 agonist,nt,0.2,-0.1,-0.9,0.2,0.6,0.3,-0.6
D2 antag,nt,-10.0,3.2,nt,-7.5,-1.9,-22.4,4.4
TRHR PAM,1.5,7.6,1.6,-1.3,-2.3,0.0,-1.2,-15.6
RXFP1 antagonist,-13.1,-11.7,1.3,-10.4,-18.7,1.1,nt,nt

[9] COc1ccc(CCNC(=O)C2CCN(S(=O)(=O)c3c(C)noc3C)CC2)cc1OC
[10] COc1cccc(C(=O)CSc2nnc(CNc3nc(-c4ccccc4)cs3)n2C)c1
[11] O=C(O)c1cccc(-c2ccc(/C=c3/sc4nc5ccccc5n4c3=O)o2)c1
[12] COc1ccc(CN(C#N)c2nc(C)cc(C)n2)cc1
[13] COc1ccc(OC)c(-c2cc(C(=O)NCCc3ccccc3)c3c(-c4ccc(C)cc4)[nH]nc3n2)c1
[14] CCOC(=O)Nc1sc2nc(C)cc(C)c2c1-n1cccc1
[15] COc1ccc(Cn2c(=O)c3[nH]cnc3n(-c3ccc(C)cc3)c2=O)cc1
[16] CCOC(=O)c1cc(S(=O)(=O)N2CCN(c3cccc(OC)c3)CC2)[nH]n1

entry no.,9,10,11,12,13,14,15,16
D1 ag,0.7,2.0,39.4*,3.1,4.8,-0.9,5.7,0.0
D1 antag,6.5,11.4,-17.5,-16.8,8.6,17.5,3.8,-6.1
D1 PAM,-1.4,7.2,-10.4,-3.0,-0.4,-1.9,-5.8,-3.0
D2 potentiator,2.8,1.4,-1.0,-1.6,-12.3,-0.2,21.7,11.5
TRHR ag,0.2,-0.6,29.9,0.1,0.1,0.0,-1.3,-0.1
D2 agonist,0.1,0.2,12.5,-0.8,0.2,2.1,-2.0,1.0
D2 antag,-4.5,-27.3,10.3,11.1,nt,-14.3,1.3,nt
TRHR PAM,0.5,6.0,-4.7,2.8,15.3,4.4,0.8,-0.8
RXFP1 antagonist,-2.8,2.2,-3.6,8.1,nt,-8.4,-2.6,-10.4

Part of the list above in another layout.
14) CCOC(=O)Nc1sc2nc(C)cc(C)c2c1-n1cccc1
- D1 ag: -0.9
- D1 antag: 17.5
- D1 PAM: -1.9
- D2 potentiator: -0.2
- TRHR ag: 0.0
- D2 agonist: 2.1
- D2 antag: -14.3
- TRHR PAM: 4.4
- RXFP1 antagonist: -8.4

13) COc1ccc(OC)c(-c2cc(C(=O)NCCc3ccccc3)c3c(-c4ccc(C)cc4)[nH]nc3n2)c1
- D1 ag: 4.8
- D1 antag: 8.6
- D1 PAM: -0.4
- D2 potentiator: -12.3
- TRHR ag: 0.1
- D2 agonist: 0.2
- D2 antag: nt
- TRHR PAM: 15.3
- RXFP1 antagonist: nt

The list continues:
[17] CC1(C)C(=O)OC(c2cccs2)C2(CCCCC2)C1=O (stereo not drawn)
[18] CN(CCC#N)C(=O)CC(Cc1ccccc1)C1CCOC(C)(C)C1 (stereo not drawn)
[19] O=C(Nc1ccccc1C(=O)N1CCCC1)C1COc2ccccc2O1 (stereo not drawn)
[20] Cn1cc(CCC(=O)N2CCCC(N3CCN(c4ccccc4F)CC3)C2)cn1 (stereo not drawn)
[21] COCc1cc(C)nc(SCC(=O)Nc2ccccc2N2CCOCC2)c1C#N
[22] CCCCCCCCCC[n+]1cccc2c3ccccc3ccc21
[23] COc1ccc2ccc(OCC(=O)N3c4ccccc4NC(=O)CC3C)cc2c1 (stereo not drawn)
[24] CC(=O)NCCNC(=O)C1CCC(CNc2nc(=S)[nH]c3ccccc23)CC1 (stereo not drawn)

entry no.,17,18,19,20,21,22,23,24
D1 ag,0.8,0.0,2.1,0.6,3.9,0.8,1.2,0.4
D1 antag,-20.4,9.7,0.7,3.6,-16.9,12.1,35.3,-0.5
D1 PAM,-3.6,1.6,-0.4,-3.4,-6.5,-0.6,-2.8,-4.0
D2 potentiator,11.0,12.5,-2.1,2.1,-0.7,nt,0.5,-5.3
TRHR ag,-1.7,-1.3,0.1,0.5,-1.0,0.0,-0.1,0.1
D2 agonist,-1.1,-0.6,0.4,3.2,-0.7,-0.7,-1.0,1.7
D2 antag,-8.2,1.7,-25.5,-19.6,-10.8,-4.5,-2.5,15.3
TRHR PAM,6.6,4.6,9.0,8.4,-2.3,-4.3,-4.3,0.8
RXFP1 antagonist,5.8,12.3,-13.5,15.7,6.1,-36.8,-4.8,4.5

[25] O=C(N/C(=C\c1cccc([N+](=O)[O-])c1)C(=O)N1CCOCC1)c1ccc([N+](=O)[O-])cc1
[26] CCOc1ccc(C(C)NC(=O)c2cccnc2OCC)cc1OCC (stereo not drawn)
[27] COc1ccccc1-c1ccc(SCc2ccccc2F)nn1
[28] CC(=O)N1CC(C)Sc2ccc(S(=O)(=O)NCc3ccccc3Cl)cc21 (stereo not drawn)
[29] O=C(Nc1ccc(OCc2ccccc2)cc1)c1cccs1
[30] O=C(CNc1ccccc1)N/N=C/c1cn(-c2ccccc2)nc1-c1ccccc1
[31] CN(C)c1ccc(CNCC2CCCO2)cc1 (stereo not drawn)
[32] O=C(NN1C(=O)C2C3C=CC(C3)C2C1=O)c1ccco1 (stereo not drawn)

entry no.,25,26,27,28,29,30,31,32
D1 ag,1.3,6.8,15.4,7.9,3.7,4.4,-2.2,2.4
D1 antag,-7.7,-10.5,-40.0*,-6.1,-5.5,-6.6,18.6,2.8
D1 PAM,10.7,-3.5,-1.4,-12.0,8.4,9.2,0.1,-0.3
D2 potentiator,-4.4,-0.2,15.5,6.5,-3.4,-9.6,-1.2,nt
TRHR ag,0.3,-0.7,0.3,0.3,-0.1,0.5,0.5,0.4
D2 agonist,0.9,1.7,0.2,1.2,-2.3,0.9,0.5,nt
D2 antag,-0.5,20.9,-4.6,-1.0,-14.3,-2.6,-15.1,nt
TRHR PAM,3.9,0.2,2.8,7.2,-0.5,4.4,-1.6,-6.6
RXFP1 antagonist,12.3,2.7,-24.4,-8.3,-7.9,1.9,2.3,-3.7

[33] Cc1ccc(C)c(S(=O)(=O)N2CCCOC2CNC(=O)C(=O)NCc2cccnc2)c1 (stereo not drawn)
[34] CCCS(=O)(=O)n1nc(-c2ccc(OC)cc2OC)cc1N
[35] CC(=O)Nc1ccc(Nc2cc(N3CCOCC3)c3nonc3c2[N+](=O)[O-])cc1
[36] CCOC(=O)Cc1nn[nH]n1
[37] COc1ccc(-c2cc(C(=O)N3CCCCCC3)no2)cc1OC
[38] Cc1c(C(=O)O)sc2nc(CSc3nnc(-c4ccc(F)cc4)n3C)[nH]c(=O)c12
[39] Brc1ccc(CNCC2CCCO2)cc1 (stereo not drawn)
[40] Cc1cc(C)n(C(=O)CNC(=O)c2cccc(F)c2)n1

entry no.,33,34,35,36,37,38,39,40
D1 ag,4.7,0.4,1.0,1.0,0.1,1.3,6.0,1.5
D1 antag,-5.9,-8.3,-4.9,-14.8,3.4,nt,-29.7,5.0
D1 PAM,-1.1,-2.8,-1.1,4.8,0.1,-1.8,-3.1,4.1
D2 potentiator,4.6,-5.4,nt,0.4,nt,-5.5,3.7,-4.6
TRHR ag,0.3,-0.6,-0.8,0.4,-0.3,1.0,0.4,-0.3
D2 agonist,0.2,1.9,-0.4,1.0,-3.0,5.8,2.3,-1.1
D2 antag,-12.7,3.3,-10.6,-10.2,9.5,-14.7,-20.8,-6.8
TRHR PAM,29.8,-2.3,19.7,-1.6,-5.5,-4.1,0.7,2.4
RXFP1 antagonist,0.0,nt,5.5,-6.8,7.7,-7.1,3.1,-34.6

[41] O=C(Cc1ccccc1[N+](=O)[O-])Nc1nccs1
[42] CCOc1ccc(C(C)NC(=O)c2ccccc2F)cc1 (stereo not drawn)
[43] O=c1c2sc3ccccc3c2n(Cc2cccc(C(F)(F)F)c2)c(=O)n1Cc1ccccc1
[44] Cc1ccc(C(=O)N(Cc2ccccc2)C(C)(C)C)cc1C
[45] CC1CCCCN1CC(=O)NC(=O)NCc1ccccc1 (stereo not drawn)
[46] Cc1cc(=O)[nH]c2ccc(S(=O)(=O)NC3CCCCC3)cc12
[47] CCC1CCCCN1CCCNC(=O)CN1C(=O)COc2ccccc21 (stereo not drawn)
[48] CC(C)CSc1ncc(-c2cccc(C(F)(F)F)c2)cn1
[49] O=[N+]([O-])c1cccc(/C=N/Nc2nccnc2Cl)c1
[50] CCOC(=O)c1ccc2c(c1)N(Cc1ccccc1)C(=O)c1ccccc1S2
[51] O=C(CCC(=O)N(CC(=O)NC1CCCCC1)c1ccc(F)cc1)Nc1ccccn1

entry no.,41,42,43,44,45,46,47,48,49,50,51
D1 ag,0.6,1.4,2.6,3.2,1.9,2.8,4.0,7.5,0.0,-0.1,3.7
D1 antag,-2.4,-4.4,9.3,-5.9,6.3,13.5,-0.1,19.1,0.6,-1.2,-3.1
D1 PAM,5.1,1.4,-1.4,-2.5,2.6,-2.5,-4.2,4.3,1.4,1.1,-2.5
D2 potentiator,-2.2,6.3,-3.0,nt,11.6,-5.9,0.7,10.1,14.5,-12.7,9.4
TRHR ag,-0.1,0.3,1.9,-0.3,-0.2,0.0,0.2,0.0,1.1,0.2,-0.3
D2 agonist,-1.5,-0.9,0.2,nt,0.7,0.4,-0.7,0.1,-0.3,0.6,-0.6
D2 antag,-6.1,13.4,nt,nt,12.1,-2.5,-4.4,5.6,-7.2,nt,-8.0
TRHR PAM,-7.0,-1.0,-2.8,3.2,1.3,-3.5,2.5,0.7,-5.4,-10.4,7.3
RXFP1 antagonist,5.9,nt,nt,-16.9,2.4,-7.8,6.3,-10.4,-13.9,-21.3,-13.9

In the list so far, 2 have a CF3 group:
[43] O=c1c2sc3ccccc3c2n(Cc2cccc(C(F)(F)F)c2)c(=O)n1Cc1ccccc1
[48] CC(C)CSc1ncc(-c2cccc(C(F)(F)F)c2)cn1

entry no.,43,48
D1 ag,2.6,7.5
D1 antag,9.3,19.1
D1 PAM,-1.4,4.3
D2 potentiator,-3.0,10.1
TRHR ag,1.9,0.0
D2 agonist,0.2,0.1
D2 antag,nt,5.6
TRHR PAM,-2.8,0.7
RXFP1 antagonist,nt,-10.4
